TbHK1 inh: T. brucei hexokinase 1 inhibition; recombinant TbHK1, G6PDH-coupled NADH A340; inhibition, % at 10 µM; 0.11% of 220,000 active;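 active means inhibition of 50% or more in the single-dose primary screen; inactive means inhibition below 50%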
Rad51 HR inh: blocks human Rad51 in homologous recombination; 0.085% of 200,000 active; hRad51 DNA strand exchange, fluorescence dequenching; inhibition, % at 10 µM; Q06609;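 active means inhibition above 40% at the single screening dose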;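 further: 0% = DMSO control wells and 100% = blanks with heterologous ssDNA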
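material = hRad51 filaments on single-stranded DNA | reagent = Donor/quencher-labelled 47-bp dsDNA substrate | compound = 10 µM final, single point | schedule = strand-exchange reaction 15 min at room temperature | measured by = fluorescein emission 520 nm, excitation 485 nm | read-out basis = % inhibition versus plate control and blank means | benchmarks = plate controls and plate blanks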
Calpain2 inh: inhibitors of pig calpain II. 0.37% of 220,000 active. purified calpain II, fluorogenic peptide substrate, 30 min. inhibition, % at 16 µM;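 active means inhibition above about 50%, limit read from the data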
Hck Nef HTS: human Hck-Nef kinase inhibition; 0.68% of 220,000 active; AID 463187; P08631; inhibition, % at 20 µM; Recombinant Hck-YEEI plus Nef, Z-Lyte FRET kinase assay;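 active means Hck-Nef kinase inhibition above about 50%, limit read from the data; inactive means inhibition below that limit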;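 further: 0% = DMSO with Hck plus Nef and 100% = Hck alone without Nef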
14-3-3 Bad inh: disrupts binding of bovine 14-3-3 zeta to phospho-Bad peptide; 0.71% of 220,000 active; TR-FRET 14-3-3zeta/Dy647-pBad peptide displacement, 1 h; inhibition, % at 21.7 µM; P63103; AID 781;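 active means inhibition above about 70%, limit read from the data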;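 further: 0% = full 14-3-3 plus peptide FRET controls and 100% = background without 14-3-3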
EP2 antag: blocks the human prostaglandin E2 receptor EP2; P43116; C6 glioma cells expressing human EP2, cAMP TR-FRET; cells stimulated with saturating PGE2; inhibition, % at 25 µM; 0.52% of 260,000 active; AID 1422;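 active means percent inhibition above 40 after rounding to a whole number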;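 further: rat C6 glioma host cells with rolipram phosphodiesterase inhibitor present; the protocol text gives 20 µM as final concentration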
EP2 modulator: modulates human prostaglandin E2 receptor EP2 signaling. EP2-expressing cells, cAMP HTRF FRET, PGE2 co-stimulation. AID 940. 0.83% of 260,000 active. P43116. induction, % at 25 µM;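 active means compounds whose cAMP rise, as percent of the full-agonist control response, exceeds 60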;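 further: rat C6 glioma line stably carrying human EP2 under a CMV promoter; the protocol text gives 20 µM as final concentration; 100% = response of wells given 1 µM PGE2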
eIF4E 4G PPI: eIF4E/eIF4G interaction inhibition in translation initiation | TR-FRET eIF4E-eIF4GI(517-606) binding, 2 h | inhibition, % at 21.7 µM | 0.37% of 220,000 active | AID 782;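 active means inhibition above about 30%, limit read from the data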;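 further: 0% = full FRET control wells and 100% = background wells lacking eIF4GI fragment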
Target sequence (P63073 whole entry, looked up, the tested form may be a part): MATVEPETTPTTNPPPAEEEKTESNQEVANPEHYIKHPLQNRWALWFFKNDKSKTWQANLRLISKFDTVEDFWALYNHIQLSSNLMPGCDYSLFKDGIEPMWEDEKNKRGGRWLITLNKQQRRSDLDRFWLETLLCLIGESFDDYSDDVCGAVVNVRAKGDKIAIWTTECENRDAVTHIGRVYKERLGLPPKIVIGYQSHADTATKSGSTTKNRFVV
Target sequence (Q04637 whole entry, looked up, the tested form may be a part): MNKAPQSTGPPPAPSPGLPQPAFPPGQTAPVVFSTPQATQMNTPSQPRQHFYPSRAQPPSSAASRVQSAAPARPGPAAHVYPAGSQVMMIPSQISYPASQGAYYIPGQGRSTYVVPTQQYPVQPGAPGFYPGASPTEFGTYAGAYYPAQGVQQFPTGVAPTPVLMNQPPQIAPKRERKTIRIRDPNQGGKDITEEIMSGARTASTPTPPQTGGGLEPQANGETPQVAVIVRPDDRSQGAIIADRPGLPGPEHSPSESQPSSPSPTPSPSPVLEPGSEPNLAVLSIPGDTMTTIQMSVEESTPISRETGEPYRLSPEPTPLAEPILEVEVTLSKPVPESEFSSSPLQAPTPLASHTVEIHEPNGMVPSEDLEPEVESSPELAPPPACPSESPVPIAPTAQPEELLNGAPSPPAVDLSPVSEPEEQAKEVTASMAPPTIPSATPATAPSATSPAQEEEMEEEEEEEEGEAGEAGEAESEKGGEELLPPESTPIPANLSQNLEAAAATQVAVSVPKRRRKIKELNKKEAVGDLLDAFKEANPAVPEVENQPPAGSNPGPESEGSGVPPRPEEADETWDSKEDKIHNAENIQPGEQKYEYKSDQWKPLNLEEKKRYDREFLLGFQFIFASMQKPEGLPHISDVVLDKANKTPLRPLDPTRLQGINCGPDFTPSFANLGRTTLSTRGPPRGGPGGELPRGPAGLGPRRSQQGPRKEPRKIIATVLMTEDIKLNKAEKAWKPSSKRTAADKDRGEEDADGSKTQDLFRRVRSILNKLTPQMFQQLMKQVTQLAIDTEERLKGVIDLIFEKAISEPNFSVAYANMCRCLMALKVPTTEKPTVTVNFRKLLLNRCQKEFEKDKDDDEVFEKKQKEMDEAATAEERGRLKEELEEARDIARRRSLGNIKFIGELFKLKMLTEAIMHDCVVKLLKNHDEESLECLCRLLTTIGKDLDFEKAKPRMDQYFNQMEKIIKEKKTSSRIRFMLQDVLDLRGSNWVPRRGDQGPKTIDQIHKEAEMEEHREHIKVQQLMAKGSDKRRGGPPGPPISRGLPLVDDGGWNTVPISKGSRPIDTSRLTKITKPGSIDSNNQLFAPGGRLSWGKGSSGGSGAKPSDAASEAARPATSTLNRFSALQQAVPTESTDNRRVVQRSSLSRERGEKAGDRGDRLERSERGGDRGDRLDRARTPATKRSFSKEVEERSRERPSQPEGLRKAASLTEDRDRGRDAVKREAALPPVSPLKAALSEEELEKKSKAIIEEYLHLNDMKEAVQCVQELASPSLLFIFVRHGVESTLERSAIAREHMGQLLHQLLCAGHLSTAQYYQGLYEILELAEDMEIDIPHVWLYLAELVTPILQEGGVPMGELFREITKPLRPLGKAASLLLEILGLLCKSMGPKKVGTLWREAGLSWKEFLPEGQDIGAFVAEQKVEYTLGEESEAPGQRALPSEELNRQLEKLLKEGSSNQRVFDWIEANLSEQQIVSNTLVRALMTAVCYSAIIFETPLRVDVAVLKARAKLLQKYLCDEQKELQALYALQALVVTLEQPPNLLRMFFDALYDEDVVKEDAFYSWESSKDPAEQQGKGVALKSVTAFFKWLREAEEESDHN
L929 necroptosis: L929 zVAD cell death inhibition; 0.38% of 220,000 active; viability rescue, % at 10 µM; L929 zVAD necroptosis rescue, ATP luminescence, 24 h; with zVAD 60 µM;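 active means activation, scaled between plate controls, above about 75%, limit read from the data; inactive means activation under that limit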;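 further: 0% = zVAD with DMSO and 100% = DMSO alone without zVAD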
Numbers without * were called inactive; i = inactive; / = no result given; [ ] = dose if it differs, or a comment. The list is partial (hit frequency here may not be typical).

Below each SMILES: TbHK1 inh	Rad51 HR inh	Calpain2 inh	Hck Nef HTS	14-3-3 Bad inh	EP2 antag	EP2 modulator	eIF4E 4G PPI	L929 necroptosis
O=C(CSc1nnc(SCc2ccc(F)cc2)s1)Nc1ccc(C(=O)O)cc1
  -8.2	-4.7	-7.9	9.7	-3.9	6.0	13.6	-7.2	0.4
CC(NS(=O)(=O)c1ccc2[nH]c(=O)c(=O)[nH]c2c1)C(=O)O (stereo not given)
  -1.6	-14.5	-54.3	22.3	-16.1	4.8	-10.5	3.3	2.4
CC1CN=C(N(C(=S)Nc2ccccc2)c2cccc(C(F)(F)F)c2)S1 (stereo not given)
  -3.4	-8.1	-9.1	7.9	6.3	5.1	-44.5	-9.0	0.9
O=C(c1ccccc1-c1nc(-c2ccccc2)no1)N1CCCC1
  7.7	7.0	-6.8	1.7	16.7[fluorescence artefact?]	8.7	22.2	-2.7	-0.3
O=c1onc(-c2ccc(Cl)cc2)n1Cc1ccc(F)cc1
  37.2	10.7	4.0	5.8	-13.7	7.1	-25.8	-3.5	0.3
O=C(c1ccc(Cl)cc1)c1oc2ccccc2c1CS(=O)c1ccc(Cl)cc1 (stereo not given)
  0.7	-0.5	-3.0	-1.1	12.3	8.6	72.6*	-6.5	-0.4
CC(=O)Oc1ccc2c(c1)OC(c1ccccc1)CC21CC(C)(C)NC(=O)N1 (stereo not given)
  6.6	/	10.5	-17.1	1.6	3.7	1.4	0.2	/
Cc1cccc(N(C)c2cc(C)nc3ncnn23)c1
  -8.3	/	-9.2	-2.8	12.3	0.7	-1.9	-2.2	/
O=C(COc1ccc(Cl)cc1Br)N1CCN(c2ccccc2)CC1
  1.7	-6.4	-11.8	4.1	-8.0	14.4	-13.5	3.0	-0.1
O=C(/C=C/c1cccc([N+](=O)[O-])c1)N1CCN(Cc2ccc3c(c2)OCO3)CC1
  1.1	/	-3.8	4.3	-6.2	8.1	-56.4	-0.9[fluorescence artefact?]	/
CC1(C)CC(NC(=O)CCc2nnc(CCCCc3ccccc3)o2)CCO1 (stereo not given)
  1.3	-160.9	-2.7	1.1	-4.0	5.3	17.4	-5.0	-0.3
C=CCN(C1CCCCC1)S(=O)(=O)c1ccc2c(c1)oc(=O)n2C
  1.6	-7.5	-0.3	0.7	14.0	8.1	-0.1	0.4	1.0
Cc1ccc(C)c(NC(=O)C2CC=CCC2C(=O)O)c1 (stereo not given)
  -1.8	-15.3	-6.8	-0.1	-1.0[fluorescence artefact?]	12.8	3.3	6.2[fluorescence artefact?]	-0.1
CCN1CCN(C(=S)c2ccc([N+](=O)[O-])cc2)CC1
  -13.0	-10.2	-2.7	-0.3	-1.4[fluorescence artefact?]	5.3	7.2	5.5	1.2
COc1cc(S(=O)(=O)Nc2ccccn2)ccc1F
  -6.3	-3.3	-33.8	0.3	3.0[fluorescence artefact?]	9.5	-13.6	2.0[fluorescence artefact?]	0.0
O=C(Nc1ccccc1)c1ccc(S(=O)(=O)N2CCCC2)cc1
  -6.0	-5.0	28.7	5.8	-7.6[fluorescence artefact?]	3.4	0.5	-3.8[fluorescence artefact?]	1.5
CCOc1ccc(NC(=O)CC2SC(N)=NC2=O)c([N+](=O)[O-])c1 (stereo not given)
  -2.5	-5.9	12.3	17.7	3.3	12.2	6.0	-2.3	1.7
O=C1CC(c2ccccc2)CN1C(=O)c1cccnc1 (stereo not given)
  -2.2	-1.4	-49.3	14.6	-6.5	6.7	11.5	3.8	2.1
C=CCn1c(Cc2cccs2)nnc1SCC(=O)c1ccc2ccccc2c1
  9.0	6.0	-4.7	8.3	6.7	11.6	19.5	-14.8	-0.8
COc1cccc(CNC(=O)C2CCN(S(=O)(=O)N3CC(C)CC(C)C3)CC2)c1 (stereo not given)
  0.6	-7.4	-4.5	-0.6	-4.0[fluorescence artefact?]	18.5	-3.0	0.1[fluorescence artefact?]	0.8

Whole records as entered above. Order of values: TbHK1 inh, Rad51 HR inh, Calpain2 inh, Hck Nef HTS, 14-3-3 Bad inh, EP2 antag, EP2 modulator, eIF4E 4G PPI, L929 necroptosis
Shown for `O=C(CSc1nnc(SCc2ccc(F)cc2)s1)Nc1ccc(C(=O)O)cc1` : -8.2, -4.7, -7.9, 9.7, -3.9, 6.0, 13.6, -7.2, 0.4
Shown for `O=C1CC(c2ccccc2)CN1C(=O)c1cccnc1` (stereo not given) : -2.2, -1.4, -49.3, 14.6, -6.5, 6.7, 11.5, 3.8, 2.1

Next part.
Below each SMILES: TbHK1 inh	Rad51 HR inh	Calpain2 inh	Hck Nef HTS	14-3-3 Bad inh	EP2 antag	EP2 modulator	eIF4E 4G PPI	L929 necroptosis
CCN(CC)c1c(-c2ccccc2)c2cc(C)ccc2[nH]c1=O
  -3.6	6.8	-4.3	2.1	1.3[fluorescence artefact?]	10.4	60.6*	11.1[fluorescence artefact?]	3.1
CN=C(Nc1ccc(C)c(C)c1)SC1CC(=O)N(c2ccc(OC)cc2)C1=O (stereo not given)
  -5.2	1.4	-6.7	15.8	2.3	13.8	-62.1	2.3	-1.0
O=C(c1ccco1)c1n[nH]nc1-c1ccccc1
  -12.6	-2.2	2.7	0.5	-6.6	5.7	2.6	2.5	-0.2
O=c1nc2ccccc2c2n1CC(CN1CCN(C(c3ccccc3)c3ccccc3)CC1)N2 (stereo not given)
  -7.7	18.3	-45.1	3.5	-9.7	10.6	33.1	0.0	-0.4
O=S(=O)(c1ccc2c(c1)OCO2)N1CCN(c2nnnn2-c2ccccc2)CC1
  3.2	-5.1	-13.9	-9.2	11.5[fluorescence artefact?]	8.8	-1.3	-2.3[fluorescence artefact?]	0.9
NNC(=O)c1ccc(Cn2cc(Br)cn2)cc1
  -2.5	/	11.4	3.8	-1.8	9.1	-3.1	5.4	0.1
FC(F)(F)c1ccccc1/C=N/Nc1ccccn1
  -23.5	25.1	-9.7	26.6	-20.8	0.2	36.5	6.7	13.7
CC(C)=CCSc1nnc([C@@H](NC(=O)OC(C)(C)C)C(C)C)o1
  -1.1	-3.6	9.2	-0.4	-6.4	8.6	-2.0	6.3	0.1
CCN(C(=O)CSc1cc(C)c2ccc(OC)cc2n1)C1CCS(=O)(=O)C1 (stereo not given)
  -29.5	0.2	-22.9	24.6	1.4	4.0	27.7	-3.2	-0.6
C=CCNS(=O)(=O)c1cccc2cc(C(=O)O)c(O)cc12
  -10.7	-1.7	-264.9	-1.4	48.9[fluorescence artefact?]	15.5	29.6	4.8[fluorescence artefact?]	1.6
CCN(C(=O)COC(=O)c1[nH]c(=O)[nH]c(=O)c1N)c1ccccc1
  -9.2	12.5	-45.6	14.8	-10.1	6.1	2.9	1.0	0.6
Cc1ccc(N2C(=O)C(CN3CCCC3)C2c2ccccc2)cc1 (stereo not given)
  -0.3	-16.4	1.5	0.6	-2.0	7.6	12.2	3.8	0.8
COC(=O)c1ccc(NC(=O)Cn2c(-c3nonc3N)nc3ccccc32)cc1
  -9.6	-6.3	-9.9	21.6	36.8	4.0	13.3	4.2	1.3
CC(C1CCN(Cc2cn(C)nc2-c2cccc(Cl)c2)CC1)N1CCOCC1 (stereo not given)
  -4.5	/	26.8	-6.9	-2.9	4.5	-23.5	-0.1	-0.4
Cc1occc1C(=O)N1CCN(Cc2ccccc2)CC1
  -4.1	9.2	-44.9	-1.2	-10.4	-3.4	13.3	-4.8	-0.5
COC(=O)Cc1cc(=O)n2[nH]c(C)cc2n1
  -9.6	-3.4	5.0	-2.0	-13.0	12.8	15.9	0.8	0.9
CCOC(=O)c1nnn(-c2nc(OC)nc(N3CCCC3)n2)c1-c1ccccc1
  6.9	/	13.8	-0.5	5.4[fluorescence artefact?]	/	20.8	2.0	-0.3
CC(C)NC(=O)CCCc1c[nH]c2ccccc12
  -3.1	2.8	-23.0	13.7	-7.9	6.5	-18.5	-3.3	1.0
O=C(COc1ccc(Cl)cc1Cl)c1ccc[nH]1
  0.5	-13.5	7.5	12.4	-1.1	6.6	-21.3	2.1	-0.9
CCOC(=O)N1CCC(N2C(=O)c3ccccc3C2Nc2cc(C(=O)OC)cc(C(=O)OC)c2)CC1 (stereo not given)
  -18.7	4.0	-54.5	-0.8	0.0	7.8	9.8	-1.3	-1.1
CC(=O)Nc1ccc(C(=O)N(C)C(C(=O)Nc2ccccc2)c2ccccn2)cc1 (stereo not given)
  -4.8	3.8	2.0	2.2	-8.1[fluorescence artefact?]	5.3	8.7	4.0	1.1
CCCCNc1ccc2c3c(cccc13)C(=O)N(CCCC)C2=O
  6.9	i	20.3	-156.7	-5.5	4.7	2.8	-2.3	0.5
Cc1csc2c(N3CCN(C(=O)Nc4ccc(Cl)c(Cl)c4)CC3)ncnc12
  -11.6	/	-44.9	25.3	1.2	4.0	-36.9	1.6	0.8
O=C(Nc1cc2c(cc1Cl)OCCCO2)c1ccc(F)cc1
  -4.6	5.0	1.9	4.4	-16.1	7.3	1.0	12.4	0.3
CC(C)(C)CC(=O)O/N=C(\N)c1ccccn1
  -0.5	-6.5	22.1	-0.2	5.9[fluorescence artefact?]	8.9	2.8	-2.4	0.6
CCCCCCC(C)n1cc(C(C)=O)c(=O)[nH]c1=O (stereo not given)
  0.9	-1.0	-10.3	0.7	2.9	6.3	0.2	15.6	2.4
Cc1ccc(-n2c(SCC(N)=O)nnc2-c2ccccn2)cc1
  -1.7	-0.2	-16.4	1.4	4.0	10.5	11.7	-0.9	-0.1
C/C(Cn1cnc([N+](=O)[O-])n1)=N\NC(=O)c1ccccc1F
  0.1	-2.0	12.1	3.7	4.7[fluorescence artefact?]	4.7	11.5	0.4	0.7
Cc1cc(NC(=O)Cn2nnc3sc4c(c3c2=O)CCC(C(C)(C)C)C4)no1 (stereo not given)
  -10.9	-8.4	-33.6	2.1	-4.7	7.1	50.8	7.9	23.9
CCc1ccccc1NC(=O)N1CCCC(CCC(=O)N(C)CCc2ccccn2)C1 (stereo not given)
  -2.8	-1.9	-19.8	19.9	-5.0	8.8	26.4	0.3	1.0
O=C1CCc2cc(S(=O)(=O)N3CCC(C(=O)NC4CCCc5ccccc54)CC3)ccc2N1 (stereo not given)
  -9.3	4.2	-50.0	0.5	5.5	9.4	-11.5	-0.9	0.1
O=C(Nc1ccncc1)c1ccc(NS(=O)(=O)c2cccc(F)c2)cc1
  -3.6	-0.6	-3.5	3.1	3.2	5.5	10.8	18.4	0.6
CN(C)c1nc(C(=O)Nc2ccccc2)nc(N(C)C)n1
  -2.5	0.3	10.5	1.3	0.0	12.7	26.5	-1.0	0.0
O=C(O)CCNC(=O)CCCn1nnc2ccccc2c1=O
  -9.1	-11.4	20.1	-2.2	1.5	2.0	5.0	4.2	0.3
O=C(NC1(C(F)(F)F)NC(=O)N(Cc2cccnc2)C1=O)c1ccccc1 (stereo not given)
  5.4	-0.2	-5.6	-0.7	5.9	4.3	-3.9	-1.4[fluorescence artefact?]	0.1
CCCCCCN1N=C(C)C(C(=O)c2ccc(Cl)cc2)C1=O (stereo not given)
  -4.3	-3.8	-5.6	4.3	10.5	8.0	41.1	2.3	-0.1
O=P1(c2ccccc2)C=Cn2c1cc1c2CCCC1 (stereo not given)
  -1.0	-8.7	-62.7	3.0	-11.2	8.0	-19.4	-5.5	0.2
O=C1N/C(=N/O)S/C1=C/c1cccc([N+](=O)[O-])c1
  -8.0	-3.1	27.4	16.3	4.7	3.8	-36.2	-2.1	-0.1

Just 14-3-3 Bad inh and Rad51 HR inh (3 entries from above):
canonical_smiles | 14-3-3 Bad inh | Rad51 HR inh
C/C(Cn1cnc([N+](=O)[O-])n1)=N\NC(=O)c1ccccc1F | 4.7[fluorescence artefact?] | -2.0
Cc1cc(NC(=O)Cn2nnc3sc4c(c3c2=O)CCC(C(C)(C)C)C4)no1 (stereo not given) | -4.7 | -8.4
CCc1ccccc1NC(=O)N1CCCC(CCC(=O)N(C)CCc2ccccn2)C1 (stereo not given) | -5.0 | -1.9

High-throughput results (PubChem)
